Compound activity (PubChem BioAssay)
tim23-1 inh: growth inhibitors of tim23-1 mutant yeast, primary screen, luminescence, uHTS; S. cerevisiae tim23-1 growth, BacTiter-Glo luminescence, 24 h; inhibition, % at 20 µM; hit rate 1.3% among 330,000; AID 463212, 2010;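 active means growth inhibition of the mutant yeast at or above 50%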;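 further: temperature-sensitive mutant grown at 25 °C; plate controls were DMSO-treated mutant yeast for no effect and medium wells lacking yeast for full effect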
APJ ag: agonists of human apelin receptor APJ, primary screen, CHO-K1 cells, PathHunter beta-arrestin, luminescence | P35414 | 0% DMSO wells, 100% apelin | activation, % at 20 µM | hit rate 0.11% among 330,000 | AID 2520, 2010;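 active means activation more than six SD over the plate average, tested at 20 µM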;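 further: 0% = DMSO alone and 100% = apelin-13 at 10 nM; some results filed as inactive read as strong as hits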
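Incubation: overnight seeding, 90 min compound at 25 °C, 1 h detection; test system: PathHunter CHO-K1 APJ (AGTRL-1) beta-arrestin reporter cells; amount: 1000 cells/well; doses: one dose, 20 µM compound, 1% DMSO; measured by: beta-gal luminescence; measure: agonist-driven arrestin binding to APJ; benchmarks: negative DMSO alone, positive Apelin-13 at 10 nM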
APJ antag: antagonists of human apelin receptor APJ, primary screen, CHO-K1 cells, beta-arrestin complementation, luminescence. P35414. inhibition, % at 20 µM. hit rate 0.32% among 330,000;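 active means inhibition above about 40% at 20 µM, limit read from the data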;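 further: cells challenged with 10 nM apelin-13 agonist together with compound; plate controls were apelin-13 plus DMSO wells for no effect and DMSO wells lacking apelin-13 for full effect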
UPR CHOP act: activators of apoptotic CHOP UPR arm, primary screen, cell-based, CHO-CHOP luciferase reporter, luminescence, uHTS. UPR activation; percent of tunicamycin response over DMSO baseline. activation, % at 10 µM. hit rate 0.34% among 330,000;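 active means at 10 µM dose, activation of 40% or more, normalized to positive control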;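 further: 100% = tunicamycin at 10 µg/mL and 0% = DMSO alone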
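System: CHO-CHOP luciferase reporter cell line | Buffer or medium: F12 medium containing 10% fetal bovine serum | Doses: One dose, 10 µM in 0.5% DMSO | Times: 6 h compound exposure at 37 °C after overnight seeding | Signal: Luciferase luminescence | Read-out: % activation vs tunicamycin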
UPR XBP1 act: activators of adaptive XBP1 UPR arm, primary screen, cell-based, CHO-XBP1 luciferase reporter, luminescence, uHTS. IRE1-XBP1 UPR activation; percent of tunicamycin response, DMSO as zero. activation, % at 20 µM. hit rate 0.33% among 330,000. AID 463104, 2010;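 active means versus positive control, 20 µM dose yields 30% or more activation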;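 further: 100% = tunicamycin at 10 µg/mL and 0% = DMSO only wells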
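Material – CHO cell line with stable XBP1 luciferase reporter · Buffer or medium – F12 plus 10% FBS · Compound – single point, 20 µM final compound, 1% DMSO · Schedule – 16-18 h cell attachment at 37 °C, then 6 h compound exposure · Signal – Steady-Glo luminescence read · Benchmarks – high control tunicamycin 10 µg/mL final, low control DMSO vehicle only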
697 NFkB inh: inhibitors of PMA/ionomycin-induced NF-kB reporter, 697 cells, primary screen, B-cell NF-kB inhibitor project, cell-based, luminescence, uHTS. 697 B-cell NF-kB luciferase reporter, 16 h. inhibition, % at 4 µM. hit rate 0.33% among 330,000; in the data active means inhibition above about 35%
Jurkat NFkB inh: inhibitors of induced NF-kB luciferase reporter, primary screen, TCR NF-kB activation inhibitor project, cell-based, luminescence, uHTS. Jurkat, PMA/ionomycin-induced NF-kB luciferase reporter. inhibition, % at 4 µM. hit rate 0.53% among 330,000; in the data active means inhibition above about 50%
Mdm2-MdmX inh: inhibitors of human Mdm2-MdmX association, primary screen, cell-based, luminescence, split luciferase, SaOS-2, uHTS; Protein Mdm4 (Homo sapiens) + E3 ubiquitin-protein ligase Mdm2 (Homo sapiens), …; SaOS-2 split-luciferase Mdm2/MdmX complementation; hit rate 3% among 330,000; inhibition, % at 8 µM; AID 485346, 2010;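 active means inhibition of at least 50% at 8 µM in the primary screen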
Target sequence (O15151 whole entry, looked up): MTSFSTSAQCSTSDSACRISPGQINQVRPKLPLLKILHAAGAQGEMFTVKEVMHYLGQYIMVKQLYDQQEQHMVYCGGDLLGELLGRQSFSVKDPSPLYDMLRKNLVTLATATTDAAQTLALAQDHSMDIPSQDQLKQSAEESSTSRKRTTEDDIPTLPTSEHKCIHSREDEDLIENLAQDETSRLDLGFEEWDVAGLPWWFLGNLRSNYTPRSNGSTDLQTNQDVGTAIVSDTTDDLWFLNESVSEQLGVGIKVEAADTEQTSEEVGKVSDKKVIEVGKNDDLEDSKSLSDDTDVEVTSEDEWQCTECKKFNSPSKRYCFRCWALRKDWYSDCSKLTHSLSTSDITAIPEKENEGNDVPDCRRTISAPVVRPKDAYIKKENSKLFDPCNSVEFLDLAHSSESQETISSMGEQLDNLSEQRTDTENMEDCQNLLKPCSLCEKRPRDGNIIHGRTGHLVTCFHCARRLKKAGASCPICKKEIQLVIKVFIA
Target sequence (Q00987 whole entry, looked up): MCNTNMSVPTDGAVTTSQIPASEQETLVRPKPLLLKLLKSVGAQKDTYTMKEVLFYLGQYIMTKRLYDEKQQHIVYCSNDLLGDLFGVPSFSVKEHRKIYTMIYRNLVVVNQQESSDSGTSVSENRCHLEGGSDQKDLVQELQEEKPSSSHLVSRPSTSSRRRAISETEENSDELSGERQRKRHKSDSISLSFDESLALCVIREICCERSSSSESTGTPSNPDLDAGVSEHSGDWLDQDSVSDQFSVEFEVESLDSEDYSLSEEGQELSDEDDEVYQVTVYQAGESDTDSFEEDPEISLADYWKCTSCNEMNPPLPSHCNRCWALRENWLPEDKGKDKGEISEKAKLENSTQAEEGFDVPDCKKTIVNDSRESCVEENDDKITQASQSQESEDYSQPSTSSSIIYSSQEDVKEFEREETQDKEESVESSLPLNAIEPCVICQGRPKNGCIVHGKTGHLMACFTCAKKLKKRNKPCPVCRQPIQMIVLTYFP
* hit, by the source's call.

For O=C(C1=C[C@H](c2coc3ccccc3c2=O)C[C@H](OCc2ccc(CO)cc2)O1)N1CCN(Cc2ccc3c(c2)OCO3)CC1 the results were tim23-1 inh 10.7, APJ ag -5.8, APJ antag 5.0, UPR CHOP act 1.1, UPR XBP1 act 2.4, 697 NFkB inh -0.6, Jurkat NFkB inh 18.6 and Mdm2-MdmX inh 36.8.
Cc1nc2nc(N)nn2c(C)c1C/C=C/c1ccccc1 was read as tim23-1 inh 2.3, APJ ag -0.1, APJ antag -3.0, UPR CHOP act -1.8, UPR XBP1 act 2.1, 697 NFkB inh -0.3, Jurkat NFkB inh -4.7 and Mdm2-MdmX inh 23.4.
`CCOC(=O)c1ccc(-c2ccc(-c3cc(=O)oc4cc(OC)c(OC)c(OC)c34)cc2)cc1` gave tim23-1 inh 32.6, UPR CHOP act 1.4, UPR XBP1 act 1.2, 697 NFkB inh -1.5 and Mdm2-MdmX inh 18.0.
For COc1cccc(C2C(C#N)=C(N)OC3=C2C(=O)CC(c2ccco2)C3)c1OCc1ccc(F)cc1 (stereo not drawn) the results were tim23-1 inh 5.4, APJ ag -4.4, APJ antag 19.2, UPR CHOP act 0.9, UPR XBP1 act -2.8, 697 NFkB inh 9.1, Jurkat NFkB inh 2.0 and Mdm2-MdmX inh 15.1.
O=C(O)CSc1ncnc2c1sc1nc(-c3ccccc3)c3c(c12)CCC3 was read as tim23-1 inh 11.3, APJ ag -2.4, APJ antag -0.7, UPR CHOP act 1.9, UPR XBP1 act 2.9, 697 NFkB inh 11.9, Jurkat NFkB inh 1.1 and Mdm2-MdmX inh -18.5.
Screening Cc1oc(-c2cccs2)nc1CSCC(=O)NC1CC1 returned tim23-1 inh 12.6, APJ ag -5.9, APJ antag 7.7, UPR CHOP act -1.4, UPR XBP1 act -1.6, 697 NFkB inh -7.6, Jurkat NFkB inh -5.7 and Mdm2-MdmX inh 3.5.
`O=C(/C=C/c1ccco1)Nc1ccc2c(c1)OCO2` gave tim23-1 inh -8.2, APJ ag 0.2, APJ antag 1.1, UPR CHOP act 3.8, UPR XBP1 act 3.0, 697 NFkB inh -138.0, Jurkat NFkB inh -103.5 and Mdm2-MdmX inh -90.4.
For COc1cccc(C2=Nn3c(nnc3-c3ccccc3O)SC2)c1 the results were tim23-1 inh -4.1, APJ ag -2.9, APJ antag 6.1, UPR CHOP act 0.3, UPR XBP1 act 3.5, 697 NFkB inh -21.7, Jurkat NFkB inh 5.5 and Mdm2-MdmX inh 19.7.
Screening CCn1c2ccccc2c2cc(CNCCCN3CCOCC3)ccc21 returned tim23-1 inh -27.0, APJ ag -3.2, APJ antag 1.6, UPR CHOP act 2.0, UPR XBP1 act -3.1, 697 NFkB inh 15.7, Jurkat NFkB inh 0.4 and Mdm2-MdmX inh 6.6.
COc1ccc(C(C)=O)cc1COC(=O)c1c(C)nn(-c2ccccc2)c1C was read as tim23-1 inh 17.0, APJ ag -0.6, APJ antag 9.0, UPR CHOP act 0.6, UPR XBP1 act 0.4, 697 NFkB inh -11.0, Jurkat NFkB inh 12.2 and Mdm2-MdmX inh -4.1.
Screening COc1cccc(C2/C(=C(\O)c3ccc4c(c3)OCCO4)C(=O)C(=O)N2Cc2cccnc2)c1 (stereo not drawn) returned tim23-1 inh -1.3, APJ ag 2.1, APJ antag 11.9, UPR CHOP act -1.3, UPR XBP1 act -0.9, 697 NFkB inh 8.3, Jurkat NFkB inh 1.3 and Mdm2-MdmX inh 20.6.
`O=C(Nc1ccc(Cl)c(Cl)c1)C1CCN(C(=O)c2ccco2)CC1` gave tim23-1 inh 11.6, APJ ag 4.0, APJ antag -0.5, UPR CHOP act 0.0, UPR XBP1 act -2.1, 697 NFkB inh 5.0, Jurkat NFkB inh -14.2 and Mdm2-MdmX inh 13.3.
O=C(OCC(=O)c1ccc[nH]1)c1ccc2ccccc2n1 was read as tim23-1 inh 0.5, APJ ag -3.5, APJ antag 16.7, UPR CHOP act 1.7, UPR XBP1 act 3.9, 697 NFkB inh 0.0, Jurkat NFkB inh 1.5 and Mdm2-MdmX inh 17.0.
`Cc1ccccc1C(=O)NCc1nnc(SCC(=O)N2CCN(c3ccccc3)CC2)n1C` gave tim23-1 inh 4.7, APJ ag -1.5, APJ antag 16.0, UPR CHOP act -0.5, UPR XBP1 act 1.1, 697 NFkB inh 30.5, Jurkat NFkB inh 1.0 and Mdm2-MdmX inh 15.5.
`Nc1ccc(C(=O)OCC(=O)N2CCN(C(=O)c3ccco3)CC2)cc1[N+](=O)[O-]` gave tim23-1 inh 0.3, APJ ag -1.0, APJ antag 9.4, UPR CHOP act 1.1, UPR XBP1 act -0.4, 697 NFkB inh -5.3, Jurkat NFkB inh -2.3 and Mdm2-MdmX inh -9.7.
Screening N#Cc1c(SCC(=O)Nc2nccs2)nc2c(c1-c1ccco1)CCCC2 returned tim23-1 inh -0.5, APJ ag -2.5, APJ antag 1.0, UPR CHOP act -2.1, UPR XBP1 act 1.8, 697 NFkB inh -19.8, Jurkat NFkB inh -14.3 and Mdm2-MdmX inh 51.5*.
`c1ccc(N2CCN(c3nc4ccccc4n4nnnc34)CC2)cc1` gave tim23-1 inh 31.9, APJ ag -5.3, APJ antag -0.5, UPR CHOP act 1.9, UPR XBP1 act 7.1, 697 NFkB inh -7.6, Jurkat NFkB inh -16.7 and Mdm2-MdmX inh 32.7.
`c1ccc(CCCCNCC2COc3ccccc3O2)cc1` (stereo not drawn) gave tim23-1 inh -18.3, APJ ag -1.3, APJ antag -0.6, UPR CHOP act 1.3, UPR XBP1 act 1.7, 697 NFkB inh -12.2, Jurkat NFkB inh 2.3 and Mdm2-MdmX inh -6.7.
For COc1ccccc1C(CNC(=O)CCNC(=O)c1ccccc1Cl)N1CCCC1 (stereo not drawn) the results were tim23-1 inh 12.6, APJ ag 6.3, APJ antag -33.2, UPR CHOP act 0.3, UPR XBP1 act -2.7, 697 NFkB inh 16.2, Jurkat NFkB inh -0.5 and Mdm2-MdmX inh 16.4.
For O=C(CN1C(=O)c2ccccc2C1=O)N1CCN=C1c1ccccc1 the results were tim23-1 inh -6.9, APJ ag -1.1, APJ antag -9.5, UPR CHOP act -2.0, UPR XBP1 act 0.6, 697 NFkB inh 10.7, Jurkat NFkB inh -2.0 and Mdm2-MdmX inh -0.8.

Three compounds drawn at random from the list so far, as already listed:
For COc1cccc(C2C(C#N)=C(N)OC3=C2C(=O)CC(c2ccco2)C3)c1OCc1ccc(F)cc1 (stereo not drawn) the results were tim23-1 inh 5.4, APJ ag -4.4, APJ antag 19.2, UPR CHOP act 0.9, UPR XBP1 act -2.8, 697 NFkB inh 9.1, Jurkat NFkB inh 2.0 and Mdm2-MdmX inh 15.1.
Screening N#Cc1c(SCC(=O)Nc2nccs2)nc2c(c1-c1ccco1)CCCC2 returned tim23-1 inh -0.5, APJ ag -2.5, APJ antag 1.0, UPR CHOP act -2.1, UPR XBP1 act 1.8, 697 NFkB inh -19.8, Jurkat NFkB inh -14.3 and Mdm2-MdmX inh 51.5*.
`O=C(Nc1ccc(Cl)c(Cl)c1)C1CCN(C(=O)c2ccco2)CC1` gave tim23-1 inh 11.6, APJ ag 4.0, APJ antag -0.5, UPR CHOP act 0.0, UPR XBP1 act -2.1, 697 NFkB inh 5.0, Jurkat NFkB inh -14.2 and Mdm2-MdmX inh 13.3.

Going on with the list:
Screening Cc1nn(C)c(C(=O)N2CCN(C(=O)c3ccco3)CC2)c1[N+](=O)[O-] returned tim23-1 inh 9.2, APJ ag -3.1, APJ antag -26.7, UPR CHOP act 1.3, UPR XBP1 act 1.0, 697 NFkB inh 8.7, Jurkat NFkB inh 4.5 and Mdm2-MdmX inh 11.3.
For O=C(CSc1nnnn1-c1ccc(Cl)cc1)Nc1cccnc1Cl the results were tim23-1 inh 8.0, APJ ag -0.2, APJ antag -6.5, UPR CHOP act 1.0, UPR XBP1 act 0.1, 697 NFkB inh -13.3, Jurkat NFkB inh -0.4 and Mdm2-MdmX inh 20.1.
`CN(C)C(CNC(=O)c1cccs1)c1cccnc1` (stereo not drawn) gave tim23-1 inh 9.1, APJ ag 2.1, APJ antag 15.8, UPR CHOP act -0.4, UPR XBP1 act -2.5, 697 NFkB inh 8.3, Jurkat NFkB inh 2.8 and Mdm2-MdmX inh 18.6.
For CCOC(=O)Cn1cc(/C=C(/C#N)C(=O)NC(C)C)c2ccccc21 the results were tim23-1 inh 19.3, APJ ag -0.1, APJ antag 5.5, UPR CHOP act 0.6, UPR XBP1 act -1.3, 697 NFkB inh 0.3, Jurkat NFkB inh -7.8 and Mdm2-MdmX inh 0.2.
Screening O=[N+]([O-])c1ccc(S(=O)(=O)NCC(c2cccnc2)N2CCc3ccccc32)cc1 (stereo not drawn) returned tim23-1 inh 15.7, APJ ag 18.7, APJ antag 0.0, UPR CHOP act 2.1, UPR XBP1 act -4.3, 697 NFkB inh -2.4, Jurkat NFkB inh 4.0 and Mdm2-MdmX inh 7.7.
`OC(COc1cccc2ccccc12)CN1CCN(c2ccccc2)CC1` (stereo not drawn) gave tim23-1 inh 33.4, APJ ag -4.4, APJ antag -23.0, UPR CHOP act -1.7, UPR XBP1 act -3.1, 697 NFkB inh 8.7, Jurkat NFkB inh -21.0 and Mdm2-MdmX inh 4.8.
Screening Nc1nonc1-c1noc(-c2ccc(Br)o2)n1 returned tim23-1 inh 3.2, APJ ag 18.8, APJ antag 3.9, UPR CHOP act 2.5, UPR XBP1 act 0.7, 697 NFkB inh -3.1, Jurkat NFkB inh -8.2 and Mdm2-MdmX inh -35.2.
Cc1ccc(S(=O)(=O)N(C)C)cc1NC(=O)CN1c2cccc3cccc(c23)S1(=O)=O was read as tim23-1 inh -10.8, APJ ag 0.3, APJ antag -18.6, UPR CHOP act -1.3, UPR XBP1 act -0.8, 697 NFkB inh -20.5, Jurkat NFkB inh -14.7 and Mdm2-MdmX inh 24.8.
For O=S(=O)(O)c1cc(O)ccc1O the results were tim23-1 inh -1.1, APJ ag -1.8, APJ antag 1.1, UPR CHOP act -2.0, UPR XBP1 act -4.9, 697 NFkB inh -22.8, Jurkat NFkB inh 3.7 and Mdm2-MdmX inh -13.6.
For COc1ccc(NC(NC(=O)c2ccc(OC)cc2)C(Cl)(Cl)Cl)cc1 (stereo not drawn) the results were tim23-1 inh 35.2, APJ ag 7.4, APJ antag -18.2, UPR CHOP act -2.1, UPR XBP1 act -1.2, 697 NFkB inh -34.0, Jurkat NFkB inh 9.9 and Mdm2-MdmX inh 20.6.
COc1ccc(OCC(=O)N/N=C(\C)c2cccs2)cc1 was read as tim23-1 inh 28.4, APJ ag -2.8, APJ antag 7.2, UPR CHOP act 0.2, UPR XBP1 act 1.1, 697 NFkB inh 11.6, Jurkat NFkB inh -8.7 and Mdm2-MdmX inh 10.3.
For COc1ccc(C(=O)NC2c3ccccc3-c3ccccc32)cc1 the results were tim23-1 inh -15.2, APJ ag -2.4, APJ antag -4.8, UPR CHOP act 2.2, UPR XBP1 act 0.7, 697 NFkB inh -6.0, Jurkat NFkB inh 43.9 and Mdm2-MdmX inh 14.8.
